Source: PubChem
NCOA3 inh: inhibits human SRC3 coactivator | HEK293 GAL4-SRC3 luciferase reporter, luminescence | inhibition, % at 3.6 µM | 0.17% of 360,000 active | AID 588352;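 active = inhibition above a per-campaign cutoff, the mean of all compounds plus 3 SD, cut at about 60% in these data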;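 note: 0% = DMSO-treated cells and 100% = gossypol-treated cells at 36 µM; higher means less SRC3-driven luciferase light from the GAL4 reporter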
Granule exo inh: lytic granule exocytosis inhibition | TALL-104 LAMP-1 surface exposure, flow cytometry; cells stimulated with thapsigargin and PMA | inhibition, % at 10 µM | 0.66% of 360,000 active | AID 651702;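 active = inhibition above about 55%, limit read from the data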
TROY signal inh: blocks TROY-dependent signaling in reporter cells | Q293 LMP1-TROYcd NF-kB luciferase reporter, 4 h | inhibition, % at 10 µM | 0.98% of 360,000 active | AID 1347056;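 active = compounds whose plate-normalised and pattern-corrected inhibition of the luciferase reporter signal at the single screening dose is 50% or more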
NR5A2 inv ag: NR5A2 inverse agonism in reporter assay. AID 602396. HEK293T StAR-luciferase reporter, LRH-1 transfected, 24 h. inhibition, % at 3.6 µM. 0.13% of 360,000 active;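 active = inhibition above the mean inhibition of all tested compounds plus 3 SD, cut at about 73% in these data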;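 note: 0% = DMSO wells and 100% = reporter-only cells lacking LRH-1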
NCOA2 inhibitor: human SRC2 (NCOA2) inhibition. Q15596. HEK293 GAL4-SRC2 luciferase reporter, luminescence. inhibition, % at 9 µM. 0.17% of 370,000 active. AID 651957;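 active = inhibition above the mean inhibition of all tested compounds plus 3 SD, set per campaign, cut at about 52% in these data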;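 note: 0% = DMSO treated cells and 100% = cells given Gossypol at 36 µM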
Target sequence (Q15596 whole entry, looked up, the tested form may be a part): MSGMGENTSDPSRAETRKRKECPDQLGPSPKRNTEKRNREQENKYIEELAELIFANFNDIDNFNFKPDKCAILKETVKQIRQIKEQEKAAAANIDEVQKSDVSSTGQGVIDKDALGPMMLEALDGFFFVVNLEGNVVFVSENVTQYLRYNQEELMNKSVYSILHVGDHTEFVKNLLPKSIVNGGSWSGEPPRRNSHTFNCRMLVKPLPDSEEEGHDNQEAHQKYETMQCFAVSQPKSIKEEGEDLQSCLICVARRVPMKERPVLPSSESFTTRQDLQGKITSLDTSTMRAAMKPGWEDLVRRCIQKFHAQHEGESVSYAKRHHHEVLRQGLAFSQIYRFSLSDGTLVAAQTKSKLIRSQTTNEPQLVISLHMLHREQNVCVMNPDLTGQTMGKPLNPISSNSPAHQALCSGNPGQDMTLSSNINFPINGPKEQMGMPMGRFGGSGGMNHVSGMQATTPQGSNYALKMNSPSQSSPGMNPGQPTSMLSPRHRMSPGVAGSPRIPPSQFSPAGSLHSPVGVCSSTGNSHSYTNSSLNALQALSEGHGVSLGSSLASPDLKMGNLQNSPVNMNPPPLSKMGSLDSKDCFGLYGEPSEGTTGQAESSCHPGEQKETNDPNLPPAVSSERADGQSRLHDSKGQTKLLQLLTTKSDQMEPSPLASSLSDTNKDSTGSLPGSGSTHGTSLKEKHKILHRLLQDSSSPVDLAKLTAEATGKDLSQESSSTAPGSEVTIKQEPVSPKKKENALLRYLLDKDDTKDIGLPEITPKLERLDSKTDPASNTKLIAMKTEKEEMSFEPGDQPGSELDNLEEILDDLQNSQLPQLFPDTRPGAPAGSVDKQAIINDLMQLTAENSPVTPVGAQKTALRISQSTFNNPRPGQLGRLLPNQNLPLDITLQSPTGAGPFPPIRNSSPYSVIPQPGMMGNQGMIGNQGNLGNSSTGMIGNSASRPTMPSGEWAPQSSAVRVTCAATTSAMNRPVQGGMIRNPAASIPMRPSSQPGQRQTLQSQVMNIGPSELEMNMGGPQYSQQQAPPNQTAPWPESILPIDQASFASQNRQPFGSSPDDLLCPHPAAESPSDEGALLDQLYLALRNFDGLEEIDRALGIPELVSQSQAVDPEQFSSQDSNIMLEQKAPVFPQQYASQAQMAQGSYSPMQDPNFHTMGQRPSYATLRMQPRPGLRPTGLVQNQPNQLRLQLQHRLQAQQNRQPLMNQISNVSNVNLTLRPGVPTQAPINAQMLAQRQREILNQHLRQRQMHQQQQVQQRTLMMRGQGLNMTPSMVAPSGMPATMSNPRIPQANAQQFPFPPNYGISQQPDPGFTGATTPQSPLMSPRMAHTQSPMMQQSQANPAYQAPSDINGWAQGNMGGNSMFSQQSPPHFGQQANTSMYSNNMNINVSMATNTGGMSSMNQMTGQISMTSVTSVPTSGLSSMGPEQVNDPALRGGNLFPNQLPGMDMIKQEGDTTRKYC
ABHD5-PLIN5 inh: inhibitors of human ABHD5-perilipin-5 interaction; Q00G26+Q8WTS1; Split G. princeps luciferase complementation, luminescence, 4 h; inhibition, % at 4 µM; 0.78% of 360,000 active;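 active = inhibition above the mean inhibition across every tested compound plus 3 SD, cut at about 22% in these data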;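 note: 0% = DMSO only wells and the 100% control is not disclosed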
NCOA1 inh: human NCOA1 inhibition; Q15788; HEK293 GAL4-SRC1 luciferase reporter, luminescence; inhibition, % at 3.6 µM; 0.12% of 360,000 active; AID 588354;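 active = inhibition above the campaign mean plus 3 SD, with each screening campaign given its own cutoff, cut at about 60% in these data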;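 note: 0% = DMSO treated cells and 100% = gossypol at 36 µM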
TWEAK-Fn14 inh: inhibitors of TWEAK-Fn14 interaction signaling; TWEAK-stimulated Fn14 reporter cells, luciferase luminescence, 8 h; inhibition, % at 10 µM; 2% of 360,000 active; in the data active = inhibition above about 50%
TLR9-MyD88 inh: blocks human TLR9 binding to MyD88. Q9NR96+Q99836. CHO BLA complementation TLR9-MyD88, CCF4 FRET ratio. inhibition, % at 4.98 µM. 0.21% of 340,000 active. AID 504734;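 active = inhibition above the mean over all tested compounds plus 3 SD, cut at about 21% in these data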;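 note: 0% = DMSO only wells and 100% = clavulanate BLA inhibitor control wells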
NOD2 RIPK2 PPI: inhibitors of human NOD2-RIPK2 interaction; 0.38% of 360,000 active; inhibition, % at 4.98 µM; CHO BLA complementation NOD2-RIPK2, CCF4 ratio; in the data active = inhibition above about 21%;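 note: 0% = vehicle only and 100% = reference blocker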
NR2F2 inh: blocks human COUP-TFII nuclear receptor; P24468; HEK293T NGFI-A luciferase reporter, luminescence; inhibition, % at 8.6 µM; 0.7% of 370,000 active;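 active = inhibition above a per-plate cutoff, mean inhibition of test wells between control levels plus 3 SD, cut at about 38% in these data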;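 note: cells cotransfected with COUP-TFII expression vector driving the NGFI-A reporter; 0% = median of COUP-TF2 test wells and 100% = reporter-only cells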
* = called active by the depositor; . = no result given.

SMILES	NCOA3 inh	Granule exo inh	TROY signal inh	NR5A2 inv ag	NCOA2 inhibitor	ABHD5-PLIN5 inh	NCOA1 inh	TWEAK-Fn14 inh	TLR9-MyD88 inh	NOD2 RIPK2 PPI	NR2F2 inh
CCn1c(CNc2ccc(F)cc2)nnc1SCC(=O)OC1CCCCC1	5	3	2	3	12	-8	-3	-5	-6	-5	-7
COc1ccc(NC(=O)C2CCCN(c3c4c(nc5ncnn35)CCC4)C2)cc1 (stereo not given)	12	-3	18	0	13	-6	-28	9	-3	6	2
CCCNC(=O)C1(C)CCN1C(=O)c1cc(C)n(C)n1 (stereo not given)	-5	7	0	2	11	-3	-1	-8	.	-15	3
Cc1ccc(-c2noc(Cn3cc(S(=O)(=O)N4CCCC4)ccc3=O)n2)cc1	-2	-2	-4	-8	-10	-6	-4	-15	-9	2	-6
COc1cc(/C=C2\CCOC2=O)cc(OC)c1OC	7	3	7	10	-3	0	7	-3	-7	-6	-16
CCOC(=O)c1c(=O)n(O)c2ccc(OC)cc2[n+]1[O-]	8	-3	-26	3	-5	5	-3	-21	-3	2	2
O=C(CN1C(=O)C(=O)c2ccccc21)NC1CCCCC1	-3	1	3	9	-6	-7	15	0	-1	2	-2
CCN1CCN(c2cc3c(cc2F)c(=O)c(C(=O)O)cn3C2CC2)CC1	-17	-3	-9	-22	-8	1	-7	60*	-5	-5	13
Cc1ccc(C)n1-c1ccc(NC(=O)c2ccccc2)cc1	-4	3	-3	-23	29	-1	-24	4	-6	6	-10
CC1(C)C(c2ccc(Cl)cc2)=[N+]([O-])C2(CCCC/C2=N\O)N1O (stereo not given)	-4	-2	6	4	-12	1	-5	-3	-14	-5	3
Cc1ccc(OC(=O)c2cccc(S(=O)(=O)N3CCN(C)CC3)c2)c(Br)c1	-6	8	9	5	3	0	-6	7	-2	2	9
Cc1cc(NS(=O)(=O)c2ccc(NC(=O)c3cccnc3)cc2)nc(C)n1	4	-15	9	-1	11	8	-35	14	0	0	5
O=C(Nc1ccccc1C(=O)NCC1CCCO1)c1ccc(Cl)cc1 (stereo not given)	-10	4	-1	-18	-2	3	-3	2	-6	-7	-11
C=CCn1c(SCC(C)=O)nc2scc(-c3ccc(C)o3)c2c1=O	-68	85*	-5	-45	-15	17	-118	13	13	-4	-13
Cc1ccc[n+](CC(=O)Nc2ccc(C)c(C)c2)c1	8	-1	8	-5	8	7	16	1	-9	-5	10
CCOc1ccc(NC(=S)N2CCC(C(=O)c3ccc(OC)cc3)CC2)cc1	5	-5	-16	11	0	5	4	-7	-1	-11	0
CCOc1ccccc1/C=C/C(=O)c1ccc(Cl)cc1	10	0	-27	7	-5	2	8	15	-2	1	-13
COc1cc(S(=O)(=O)NC2CC(C)(C)NC(C)(C)C2)c(OC)cc1Cl	-24	-9	1	20	-9	-1	0	23	1	1	2
Cc1cc(C)c2c(n1)nn1c(N3CCN(c4ccccc4)CC3)cc(C)nc21	4	-1	-2	-18	2	7	-7	7	-5	-4	8
Nc1cccc(-c2csc(-n3ncc(C(=O)O)c3C(F)(F)F)n2)c1	-20	4	22	-4	5	-5	5	-2	-7	-6	16

Sorted by SMILES length (low to high): 4 of the compounds above.
SMILES	NCOA3 inh	Granule exo inh	TROY signal inh	NR5A2 inv ag	NCOA2 inhibitor	ABHD5-PLIN5 inh	NCOA1 inh	TWEAK-Fn14 inh	TLR9-MyD88 inh	NOD2 RIPK2 PPI	NR2F2 inh
Cc1ccc(C)n1-c1ccc(NC(=O)c2ccccc2)cc1	-4	3	-3	-23	29	-1	-24	4	-6	6	-10
C=CCn1c(SCC(C)=O)nc2scc(-c3ccc(C)o3)c2c1=O	-68	85*	-5	-45	-15	17	-118	13	13	-4	-13
CCOc1ccc(NC(=S)N2CCC(C(=O)c3ccc(OC)cc3)CC2)cc1	5	-5	-16	11	0	5	4	-7	-1	-11	0
COc1ccc(NC(=O)C2CCCN(c3c4c(nc5ncnn35)CCC4)C2)cc1 (stereo not given)	12	-3	18	0	13	-6	-28	9	-3	6	2

(listing goes on)
SMILES	NCOA3 inh	Granule exo inh	TROY signal inh	NR5A2 inv ag	NCOA2 inhibitor	ABHD5-PLIN5 inh	NCOA1 inh	TWEAK-Fn14 inh	TLR9-MyD88 inh	NOD2 RIPK2 PPI	NR2F2 inh
O=C1C2C3C=CC(CNS(=O)(=O)c4ccccc4[N+](=O)[O-])(O3)C2C(=O)N1c1ccccc1 (stereo not given)	14	54	-4	3	12	16	4	-2	-6	-3	12
CCc1ccc(NC(=O)CSCc2ccc(C(=O)O)cc2)cc1	-2	0	-4	-11	-11	10	15	10	-5	0	18
CCCCN(C(=O)C1CCCO1)c1c(N)n(CCC)c(=O)[nH]c1=O (stereo not given)	7	13	9	-7	-1	6	14	4	-6	-9	2
COC(=O)CSc1nc(C)cc(C)c1C#N	-9	9	1	-8	2	3	-7	-3	0	-5	-5
O=C(Nc1ccc2c(c1)nc1n2CCOC1)c1ccco1	-65	-1	-12	-87	-49	0	-78	10	-1	0	-15
N/C(=N\OC(=O)COc1ccc(Cl)cc1Br)c1ccncc1	-74	3	-21	-94	-39	-1	-115	-33	-7	-6	-30
O=C(OCc1ccccc1)Oc1cncc(C(=O)O)c1	4	-3	1	-4	-5	0	-5	20	-7	-15	7
COc1ccccc1C(=O)C1CCCN(C(=O)CCn2cnnn2)C1 (stereo not given)	8	-4	-12	11	-20	2	7	-6	-3	-6	2
Cn1c(SCC(=O)OC2CCCCC2)nnc1-c1ccco1	2	0	-18	0	10	5	-67	-13	1	-5	-2
O=C(Nc1cccc(Cl)c1)/C(=C\c1cccnc1)NC(=O)c1ccco1	2	1	-8	-13	-8	4	13	-13	-13	-6	-12
C[C@H](CO)N1C[C@H](C)[C@@H](CN(C)S(=O)(=O)c2ccc(F)cc2)Oc2ccc(NS(=O)(=O)c3ccccc3)cc2C1=O	15	7	7	4	-1	-9	12	-8	-11	-6	-1
Cn1c(SCC(=O)Nc2ccc3c(c2)OCCO3)nnc1C(F)(F)F	3	4	-8	13	0	1	-16	7	-4	-9	-10
O=C(NCC(=O)N1CCN(c2ccc(C(F)(F)F)cn2)CC1)c1ccc(Br)o1	14	7	12	11	28	-1	-1	0	7	-5	7
CCCCCCCCNCCS(=O)(=O)NCCCCCCCC	5	30	9	-7	-18	-9	8	4	-6	3	0
COc1ccc(C2(C)NC(=O)N(CC(=O)c3cc(C)n(C4CC4)c3C)C2=O)cc1 (stereo not given)	10	3	17	-27	-36	-2	-6	7	-11	-4	15
COc1cc2c(C(=O)N3CCN(C)CC3)c(CSc3ccccc3)n(C)c2cc1Br	9	9	5	-11	.	10	1	0	-11	2	.
O=C(CSc1nc(=O)n2ccccc2n1)Nc1cccc2ccccc12	8	19	-13	-3	14	9	-3	11	5	-14	14
CC1C(=O)N2CCCc3cc(NC(=O)COc4ccc(Cl)cc4)cc1c32 (stereo not given)	0	4	6	-13	5	8	-16	-18	-6	0	-2
COC(=O)CCC(C)N1CCC(Oc2ccc(C(=O)N3CCCC3)cc2)CC1 (stereo not given)	10	-3	-1	16	-12	-3	-7	1	2	6	-12
CCc1nccn1CCC(=O)NC1CC(C)(C)Cc2c1cnn2-c1cccc(F)c1 (stereo not given)	19	-1	-13	-2	16	4	-3	0	-12	-6	-26
NS(=O)(=O)c1ccc(CCNC(=O)C2CCC(Cn3c(=S)[nH]c4ccccc4c3=O)CC2)cc1 (stereo not given)	1	0	1	15	0	7	-1	0	-3	-2	-6
COc1cc(C(=O)/C=C/c2cccnc2)ccc1O	-13	6	7	-2	-19	24*	0	33	-7	0	-28
O=C(CC1C(=O)NCCN1Cc1ccoc1)NCc1cccc(OC(F)(F)F)c1 (stereo not given)	7	-2	-1	6	-35	11	-20	-30	5	-12	-7
Cc1ccc(NC(=O)CN2C(=O)CC(C)S(=O)(=O)c3ccccc32)cc1 (stereo not given)	-8	-2	-5	0	-9	-3	-12	-8	3	-7	1
COc1cccc(/C=N/Nc2ccc(S(=O)(=O)O)cc2)c1O	-6	-2	-16	-4	6	4	8	13	5	6	-13
Cc1ccc(NC(=S)NC(C)CCc2ccccc2)cc1C (stereo not given)	-10	6	1	24	-15	-1	20	-18	2	3	13
CNc1ccc2ncc(-c3ccc(OC)c(OC)c3)n2n1	49	-1	57*	26	59*	1	78*	83*	.	-11	-31
COc1ccc(CNC(=O)COc2ccc(S(=O)(=O)N3CCOCC3)cc2C)cc1	-1	9	-1	30	-10	0	-7	7	-1	2	-2
Cc1sc2ncn(CC(=O)NCCCOC(C)C)c(=O)c2c1S(=O)(=O)N1CCN(c2ncccn2)CC1	5	-1	-10	-6	-7	-1	13	-17	-2	-7	-21
COc1ccc(CNC(=O)c2nnn(Cc3ccc(OC)cc3)c2N)cc1	18	3	5	0	7	-10	-6	-2	11	-6	9
CC1(Cc2ccc(Cl)s2)C(=O)Nc2c(Cl)ccc(Cl)c21 (stereo not given)	5	-10	-2	9	-13	-10	16	15	.	1	7
CC12CCC(=O)C=C1CCC1C2C(=O)CC2(C)C1CC[C@]2(O)C(=O)CO (stereo not given in full)	-10	-2	5	-1	-6	4	-2	78*	4	-5	-5
OCCNc1ncnc2c1ncn2[C@H]1CN(Cc2ccc(Cl)cc2)C[C@@H](CO)O1	-28	-2	11	2	-20	3	16	7	.	0	-17
C=CCNC(=O)C1CC(=O)N(c2ccc(OCc3ccccc3Cl)cc2)C1 (stereo not given)	-40	3	-47	-58	-20	3	-32	-17	9	3	-46
O=C(CSc1ncccc1-c1nc2ccccc2[nH]1)N1CCCCC1	-3	2	45	14	.	-4	3	58*	-4	1	.
COc1ccc(NC(=O)CCNC(=O)Cn2ccc3ccccc3c2=O)cc1OC	3	-5	-5	4	.	-2	-22	24	-8	0	.
CCCCNC(=O)c1[nH]c(C)c(C(C)=O)c1C	-5	-2	-17	1	-10	-5	-3	-7	-5	13	1
Cc1ccccc1Nc1nnc(SCC(=O)c2c(N)n(C3CC3)c(=O)[nH]c2=O)s1	3	-3	-11	0	-2	-14	-9	8	0	-2	-15
COc1ccccc1OCC(=O)Nc1ccc(O)cc1C(=O)O	-20	-5	3	-17	-27	3	-16	-7	-2	-5	-7
Cc1ccc(Cl)cc1N1CCN(C(=S)NCc2ccco2)CC1	17	-4	34	2	14	1	-7	-4	-4	-13	1
Cc1cc(C(=O)NN=C2C3CC4CC(C3)CC2C4)c2ccccc2n1	26	5	14	14	3	-5	15	-22	-8	-10	-21
S=C(NCc1ccccc1)NCC1COc2ccccc2O1 (stereo not given)	-11	-5	-64	-15	0	0	-32	-9	5	-17	3
COc1ccc(CCC(=O)Nc2cc3c4c(c2)CCC(=O)N4CCC3)cc1	6	-3	-3	-1	-13	-9	-10	6	2	-3	-8
COc1ccc(S(=O)(=O)N2CCCC2CNC(=O)C(=O)Nc2ccc(F)cc2)cc1 (stereo not given)	-42	-1	-40	-46	-18	-7	-40	-9	-11	-6	-3
O=C(OCc1cc2ccccc2[nH]c1=O)c1ccccc1	10	-6	-1	1	-18	4	3	-3	-2	-5	-13
NC(=O)C1CCN(CC(=O)Nc2ccc3c(c2)OCO3)CC1	12	-3	-1	18	10	2	2	-4	-5	-3	16
CCOn1c(=O)c(-c2ccc(Br)cc2)[n+]([O-])c2ccccc21	8	3	-10	-2	-31	1	16	10	6	0	-4
COc1cc(C(=O)OCC(=O)N2CCOCC2)c([N+](=O)[O-])cc1OC	3	-8	2	-15	-12	0	0	7	1	-11	6

An excerpt; the hit share may differ from the screen's.
